TWEAK Fn14 block = blocks TWEAK-Fn14 interaction in a reporter cell assay | TWEAK-stimulated Fn14 reporter cells, luciferase luminescence, 8 h | inhibition, % at 10 µM | actives 2% (n = 360,000) | AID 1159606; in the data active = inhibition above about 50%
TROY NFkB inh = blocks TROY-dependent signaling in reporter cells; inhibition, % at 10 µM; Q293 LMP1-TROYcd NF-kB luciferase reporter, 4 h; AID 1347056; actives 0.98% (n = 360,000);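 active = compounds whose plate-normalised and pattern-corrected inhibition of the luciferase reporter signal at the single screening dose is 50% or more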
COUP-TFII inh = blocks human COUP-TFII nuclear receptor. inhibition, % at 8.6 µM. HEK293T NGFI-A luciferase reporter, luminescence. actives 0.7% (n = 370,000). AID 686940;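 active = inhibition above a per-plate cutoff, mean inhibition of test wells between control levels plus 3 SD, cut at about 38% in these data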;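 also: cells cotransfected with COUP-TFII expression vector driving the NGFI-A reporter; 0% = median of COUP-TF2 test wells and 100% = reporter-only cells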
TRAIL sens C8 = caspase-8 TRAIL sensitization | actives 1% (n = 360,000) | NB7+C8 cells + TRAIL, ATPlite viability luminescence | AID 624354 | inhibition (viability loss, TRAIL sensitization), % at 10 µM;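 active = compounds causing at least 50% loss of cell viability in the single-dose screen, relative to plate controls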
LRH-1 inv ag = NR5A2 inverse agonism in reporter assay; O00482; HEK293T StAR-luciferase reporter, LRH-1 transfected, 24 h; inhibition, % at 3.6 µM; actives 0.13% (n = 360,000);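 active = inhibition above the mean inhibition of all tested compounds plus 3 SD, cut at about 73% in these data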;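 also: 0% = DMSO wells and 100% = reporter-only cells lacking LRH-1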
EBV LMP1 NFkB = reduces LMP1-driven NF-kappaB luciferase signal; AID 504558; actives 0.69% (n = 350,000); inhibition, % at 12.5 µM; LMP1-induced NF-kappaB luciferase reporter cells, luminescence; in the data active = inhibition above about 41%;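 also: 0% = neutral control wells and 100% = reference inhibitor control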
CF NFkB inh = cystic fibrosis NF-kB activation inhibition. KKLEB NF-kB-GFP reporter, PAF-induced, GFP fluorescence overnight. inhibition, % at 5 µM. actives 0.86% (n = 360,000). AID 588850;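 active = at least 50% inhibition at 5 µM, scaled per plate between neutral and stimulator controls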;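 also: PAF is a Pseudomonas aeruginosa culture filtrate used as stimulus; plate controls were PAF-stimulated DMSO wells for no effect and unstimulated DMSO wells for full effect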
NCOA1 inh = inhibits human SRC1 coactivator. inhibition, % at 3.6 µM. HEK293 GAL4-SRC1 luciferase reporter, luminescence. AID 588354. actives 0.12% (n = 360,000);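 active = inhibition above the campaign mean plus 3 SD, with each screening campaign given its own cutoff, cut at about 60% in these data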;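 also: 0% = DMSO treated cells and 100% = gossypol at 36 µM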
Target sequence (Q15788 whole entry, looked up, the tested form may be a part): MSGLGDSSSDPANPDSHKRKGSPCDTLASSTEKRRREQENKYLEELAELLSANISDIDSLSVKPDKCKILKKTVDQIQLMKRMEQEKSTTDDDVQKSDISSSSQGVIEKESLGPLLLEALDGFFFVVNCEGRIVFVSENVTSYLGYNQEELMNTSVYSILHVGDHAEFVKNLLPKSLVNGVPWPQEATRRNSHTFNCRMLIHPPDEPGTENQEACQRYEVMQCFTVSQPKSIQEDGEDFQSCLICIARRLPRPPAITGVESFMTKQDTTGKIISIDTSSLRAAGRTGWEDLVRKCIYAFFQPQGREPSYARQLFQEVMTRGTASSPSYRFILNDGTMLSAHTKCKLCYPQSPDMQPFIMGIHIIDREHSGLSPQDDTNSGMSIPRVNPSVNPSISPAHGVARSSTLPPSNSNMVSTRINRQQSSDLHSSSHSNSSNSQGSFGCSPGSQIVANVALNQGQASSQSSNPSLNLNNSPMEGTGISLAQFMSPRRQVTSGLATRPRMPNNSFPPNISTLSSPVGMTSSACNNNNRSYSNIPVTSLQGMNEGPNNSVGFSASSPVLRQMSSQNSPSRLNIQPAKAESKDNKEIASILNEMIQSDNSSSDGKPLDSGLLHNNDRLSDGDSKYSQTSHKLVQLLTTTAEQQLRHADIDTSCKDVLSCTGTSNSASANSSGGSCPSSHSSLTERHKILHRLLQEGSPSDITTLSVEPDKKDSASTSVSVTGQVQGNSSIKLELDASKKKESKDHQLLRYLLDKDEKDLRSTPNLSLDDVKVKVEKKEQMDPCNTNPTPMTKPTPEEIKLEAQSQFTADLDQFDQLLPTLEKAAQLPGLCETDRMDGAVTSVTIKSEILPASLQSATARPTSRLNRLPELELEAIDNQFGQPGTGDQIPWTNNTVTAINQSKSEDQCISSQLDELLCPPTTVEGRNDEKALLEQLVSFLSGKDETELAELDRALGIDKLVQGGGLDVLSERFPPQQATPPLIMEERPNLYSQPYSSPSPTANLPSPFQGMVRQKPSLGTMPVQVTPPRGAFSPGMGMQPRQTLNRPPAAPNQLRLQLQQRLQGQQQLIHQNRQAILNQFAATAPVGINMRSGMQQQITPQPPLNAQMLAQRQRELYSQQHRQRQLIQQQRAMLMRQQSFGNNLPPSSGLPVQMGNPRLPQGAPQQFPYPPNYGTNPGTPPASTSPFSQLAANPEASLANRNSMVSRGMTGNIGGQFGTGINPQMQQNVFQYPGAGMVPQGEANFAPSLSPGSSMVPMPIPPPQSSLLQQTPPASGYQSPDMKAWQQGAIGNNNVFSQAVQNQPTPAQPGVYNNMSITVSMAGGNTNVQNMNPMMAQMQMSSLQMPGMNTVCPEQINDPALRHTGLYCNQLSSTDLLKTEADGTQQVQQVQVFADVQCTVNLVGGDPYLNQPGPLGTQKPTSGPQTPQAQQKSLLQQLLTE
KKLEB cytotox = CF airway cell cytotoxicity counter-screen; KKLEB CF airway cells viability, ATPlite luminescence, overnight; hits give low values; cells stimulated with P. aeruginosa culture filtrate; activity change (cytotoxicity), % at 5 µM; actives 0.36% (n = 360,000);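 active = corrected activity change at or below -50% at 5 µM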
NCOA3 inh = human NCOA3 inhibition. inhibition, % at 3.6 µM. actives 0.17% (n = 360,000). HEK293 GAL4-SRC3 luciferase reporter, luminescence. Q9Y6Q9;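 active = inhibition above a per-campaign cutoff, the mean of all compounds plus 3 SD, cut at about 60% in these data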;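 also: 0% = DMSO-treated cells and 100% = gossypol-treated cells at 36 µM; higher means less SRC3-driven luciferase light from the GAL4 reporter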
Shn3 inh set2 = inhibitors of Schnurri-3 3'UTR reporter in osteoblasts; Clone20 osteoblast Shn3 3'UTR firefly luciferase, 24 h; actives 0.52% (n = 360,000); AID 588674; inhibition, % at 12.5 µM;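 active = mean inhibition of at least 75% with every replicate also reaching 75%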;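 also: 0% = median of neutral control wells and 100% = pilot-screen positive control compound; some compounds past the cut are filed as inactive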
An asterisk follows results filed as active; / = no result given.

SMILES	TWEAK Fn14 block	TROY NFkB inh	COUP-TFII inh	TRAIL sens C8	LRH-1 inv ag	EBV LMP1 NFkB	CF NFkB inh	NCOA1 inh	KKLEB cytotox	NCOA3 inh	Shn3 inh set2
O=C(COC(=O)c1cc(S(=O)(=O)N2CCOCC2)c(Cl)cc1Cl)NC1CC1	-7	11	-7	-2	7	-4	7	-5	-5	15	12
Cc1ccc(C(=O)O/N=C/c2ccc3c(c2)OCO3)cc1	-39	-75	-5	-7	15	-35	-10	-13	15	6	14
COC(=O)c1[nH]c2ccccc2c1NC(=O)CNC1CCCCC1	38	-4	-1	-3	-7	-5	14	4	-6	0	19
CCCCOC(=O)NC1CCc2cc(OC)c(OC)c(OC)c2-c2ccc(SC)c(=O)cc21 (stereo not drawn)	-2	-9	-86	28	28	0	42	-4	-2	13	-1
COc1cc(C)ccc1S(=O)(=O)N1CCN(C23CC4CC(CC(C4)C2)C3)CC1	5	27	17	5	3	-3	2	-14	-4	4	8
Cc1ccc(N)cc1NC(=O)CN1CCOCC1	-2	3	1	-20	10	-6	4	1	16	2	10
COc1ccc(NC(=O)CSc2nc3ccccc3c(=O)n2CCNC(C)=O)cc1	9	22	-11	12	10	-5	-19	-6	-5	-4	10
CC1CCC2(CC1)NC(=O)N(CC(=O)N1c3ccccc3CC1C)C2=O (stereo not drawn)	-7	0	-1	0	-5	-6	-13	1	5	-2	-9
COc1ccc(C(C)=O)c(Oc2ccc(S(=O)(=O)N3CCOCC3)cn2)c1	12	-20	-9	-11	26	8	-9	4	-1	17	7
CC(C)(C)OC(=O)NCC1CCN(S(=O)(=O)Cc2ccccc2)CC1	23	-11	6	8	-2	-2	-1	-1	-3	-5	8
CCCNC(=O)NC(=O)CSc1ncc(C(F)(F)F)cc1Cl	-18	7	5	6	-14	-8	4	-1	-1	8	5
CCOc1ccc(-n2c(C)cc(/C=N\NC(=O)CC(=O)NC3CCCCC3)c2C)cc1	-4	2	-4	-2	1	7	-7	-11	4	-4	11
CSc1ncc(CO)n1Cc1ccccc1	6	8	-13	-13	-5	4	-5	-5	-1	20	-16
COc1ccc(OC)c(S(=O)(=O)N(C(C)=O)c2ccc3oc(=O)sc3c2)c1	-25	-4	10	-8	6	-8	11	1	0	19	8
CCN(CC)S(=O)(=O)c1cc(C(=O)Oc2cccc(-c3cnc4ccccc4n3)c2)ccc1OC	16	-39	12	7	-12	1	-4	-35	-4	-41	-51
Cc1ccc(C)c(NC(=S)N2CCN(CCO)CC2)c1	0	-3	-14	-1	-4	4	2	1	-7	2	-3
Cc1ccc(NC(=O)N2CCCC2C(=O)NCc2ccc(Cl)cc2)cc1 (stereo not drawn)	-12	-10	-12	13	-10	9	-19	-9	4	4	3
CN1CCN(NC(=O)c2cc(S(=O)(=O)Nc3ccc(Cl)cc3)ccc2Cl)CC1	-4	1	-1	1	1	-3	3	10	8	8	10
CCN1CCN(C(c2cc3cccc(C)c3[nH]c2=O)c2nnnn2Cc2ccccc2)CC1 (stereo not drawn)	-2	1	-2	-15	9	-13	-5	4	13	-6	-10
COc1cccc(CN(C)CC2CCCN(CCc3ccccc3C)C2)c1 (stereo not drawn)	-3	5	-4	7	-1	-3	-5	1	13	12	4
CCCCN1CC(=O)N2[C@H]3c4cc(C)ccc4OC[C@@H]3[C@H](C(=O)OCC)[C@]2(C)C1=O	6	-1	1	-14	16	4	-3	6	-8	9	-10
CN(Cc1ccco1)C(=O)c1cccc(S(=O)(=O)N2CCN(Cc3ccccc3)CC2)c1	18	-10	-1	-8	5	2	10	-7	-6	-12	-1
COCCn1c(N)c(N(Cc2ccccc2)C(=O)c2ccc3ccccc3c2)c(=O)[nH]c1=O	18	8	-11	-1	15	-8	10	-27	3	0	11
CN(CC(=O)O)C(=O)c1ccccc1	12	-13	26	4	8	-1	4	1	9	21	-1
COc1ccc(Nc2ncc(F)c(N3CCOCC3)n2)cc1	60*	3	-19	44	-149	29	26	-72	-6	-60	-64
CCC(C)NC(=O)CCc1nc2ccccc2n1-c1ccccc1 (stereo not drawn)	-1	-22	-4	10	20	-3	-29	13	9	10	13
CC(=O)Nc1ccc(SCC(=O)c2cc(C)n(C)c2C)cc1	-17	16	-3	-1	-12	-4	4	-29	11	-15	-36
CCCNC(=O)NC(=O)COC(=O)c1cccc(NS(=O)(=O)c2ccc(F)c(F)c2)c1	-2	19	8	-2	1	-12	-2	-3	14	13	-8
COc1ccc(-n2c(=O)c(CCC(=O)N3CCN(c4cccc(OC)c4)CC3)nc3ccccc32)cc1	-2	4	6	10	-10	-3	-13	-20	1	9	-2
Cc1noc(C)c1COc1ccc(C(=O)NCCc2ccc(F)cc2)cc1	-3	2	-11	1	1	3	-6	-18	-8	-13	1
Cc1ccsc1C(=O)N1CCC1(C)C(=O)NCCC#N (stereo not drawn)	-1	6	-16	-9	-5	/	18	3	-3	-14	-13
Cc1nc2ccc(NC(=O)Cc3c(F)cccc3Cl)cc2s1	-20	-38	-53	14	-68	-29	3	-53	7	-27	-107
CC1Cc2ccccc2N1C(=O)COC(=O)c1ccc(Br)o1 (stereo not drawn)	9	4	-6	-28	-10	-3	13	-1	-13	3	4
CC1(C)C(=O)NCCN1C(=O)c1ccc2nc(Cc3ccccc3F)oc2c1	2	14	21	12	9	5	-1	15	-6	4	27
CN1CC(=O)N2C(c3cccc([N+](=O)[O-])c3)c3[nH]c4ccccc4c3C[C@H]2C1=O (stereo partly drawn)	-10	19	14	6	21	2	5	29	-16	50	24
O=C(CN(C(=O)c1csnn1)c1ccc(Cl)cc1)NCc1ccc2c(c1)OCO2	1	-24	22	-5	-26	-1	-15	4	6	13	-12
C[C@H](NC(=O)C1(c2ccccc2)CCN(C(=O)[C@H]2CSCN2C(=O)OC(C)(C)C)CC1)C(=O)O	-14	-29	1	3	1	3	-25	-21	13	21	-6
CCOc1ccc(C(=O)N2CCCCCC2)cc1	-4	-38	3	-5	0	-10	9	-16	-9	-5	-2
CC12CCC(=O)C=C1CCC1C2CCC2(C)C(c3csc(N)n3)CCC12 (stereo not drawn)	57*	51*	57*	24	27	21	38	23	-18	19	75
O=C(CC(Cc1ccccc1)C(=O)O)Nc1cccc(C(F)(F)F)c1 (stereo not drawn)	6	10	-11	10	4	-3	-18	8	7	-3	10
O=C(Nc1ccc(-c2nc3ccccc3o2)cc1)c1ccc(N2C(=O)C3C4C=CC(C4)C3C2=O)cc1 (stereo not drawn)	21	57*	41*	40	8	-3	18	9	-10	44	20
O=S(=O)(NCc1csc(-c2cccnc2)n1)c1cccs1	22	-7	0	-13	-2	-1	4	4	8	-8	-7
COc1ccc(Cn2nnnc2C(c2cc3cccc(C)c3[nH]c2=O)N2CCOCC2)cc1 (stereo not drawn)	5	-1	2	9	8	6	7	-2	7	15	-15
O=c1[nH]c2ccc(Br)cc2c(-c2ccccc2)c1CN1CCOCC1	-35	-15	-5	6	5	-8	-62	-18	8	-14	0
Clc1ccc(-c2nc3c4ccccc4ccn3c2Cc2ccsc2)cc1	-10	-39	-23	19	-1	/	/	/	/	/	/
CCCn1c(N)c(N(CCOC)C(=O)CSc2ccccc2)c(=O)[nH]c1=O	17	3	-17	11	-10	-1	-3	-9	-14	18	3
OC(CNCc1ccccc1F)COc1cccc2ccccc12 (stereo not drawn)	-2	-12	4	-13	-2	-3	6	-8	2	-6	25
CC(NC(=O)c1ccc(NC(=O)CC2SC(N3CCCC3)=NC2=O)cc1)c1ccccc1 (stereo not drawn)	-17	11	7	-3	-9	-1	-19	3	10	-1	5
COC(=O)c1ccccc1Oc1c(F)c(F)nc(N2CCOCC2)c1F	-14	3	8	6	8	1	-3	-25	-1	-1	12
Cc1ccc2[nH]c(CN3CCC(CO)(CC4CCCCO4)CC3)c(C)c2c1 (stereo not drawn)	-68	-7	-19	30	-6	-7	12	10	1	-48	15

Profiles, quoted from the list.
`CC(NC(=O)c1ccc(NC(=O)CC2SC(N3CCCC3)=NC2=O)cc1)c1ccccc1` (stereo not drawn) in the list: TWEAK Fn14 block: -17; TROY NFkB inh: 11; COUP-TFII inh: 7; TRAIL sens C8: -3; LRH-1 inv ag: -9; EBV LMP1 NFkB: -1; CF NFkB inh: -19; NCOA1 inh: 3; KKLEB cytotox: 10; NCOA3 inh: -1; Shn3 inh set2: 5
`COC(=O)c1ccccc1Oc1c(F)c(F)nc(N2CCOCC2)c1F` in the list: TWEAK Fn14 block: -14; TROY NFkB inh: 3; COUP-TFII inh: 8; TRAIL sens C8: 6; LRH-1 inv ag: 8; EBV LMP1 NFkB: 1; CF NFkB inh: -3; NCOA1 inh: -25; KKLEB cytotox: -1; NCOA3 inh: -1; Shn3 inh set2: 12

Continuation:
SMILES	TWEAK Fn14 block	TROY NFkB inh	COUP-TFII inh	TRAIL sens C8	LRH-1 inv ag	EBV LMP1 NFkB	CF NFkB inh	NCOA1 inh	KKLEB cytotox	NCOA3 inh	Shn3 inh set2
CCc1cccc(C)c1NC(=O)Nc1c(Br)cnn1C	-10	18	/	17	11	1	2	-2	1	5	-11
C=CCN(c1cccc(C(F)(F)F)c1)S(=O)(=O)c1cccc(C(=O)OCC(=O)Nc2ccccc2)c1	23	-4	19	-4	-28	8	5	12	5	7	14
COc1cc(NC(=O)Cc2ccccc2OC)cc(OC)c1	-7	-9	-8	-35	5	22	-11	0	4	18	-4
COc1cc(NC2c3ccccc3C(=O)N2Cc2ccc3c(c2)OCO3)cc(OC)c1OC (stereo not drawn)	5	10	-10	-8	24	-3	-4	-6	2	8	9
CN1CCN(C(=O)CN2C(=O)COc3ccc(S(=O)(=O)N4CCOCC4)cc32)CC1	-16	-5	-8	1	0	-3	-11	3	3	0	-7
Cc1cc([N+](=O)[O-])ccc1NC(=O)Nc1ccccc1F	10	11	19	19	16	3	18	-5	-15	-1	39
CC1CCCN(C(=O)C2CCN(S(=O)(=O)c3cccc4cccnc34)CC2)C1 (stereo not drawn)	2	-9	11	-3	-2	7	-1	-4	-4	2	-11
COc1ccccc1Oc1ccc(NC(=O)c2ccc(Cl)cc2)cc1	5	8	30	32	12	9	1	-3	2	-2	-8
O=C(COC(=O)c1ccc(F)cc1F)NCCNC(=O)COC(=O)c1ccc(F)cc1F	14	0	4	-18	-22	6	-42	4	23	20	-4
C=CCOc1c2ccc(C(=O)NCCc3ccc(C)cc3)cc2nn1C	-9	-9	-4	-9	1	2	1	-4	-23	-7	-6
COc1ccccc1N1C(=NC(=O)CCc2ccccc2)SC2CS(=O)(=O)CC21 (stereo not drawn)	-2	-4	3	-5	11	-4	-2	-9	2	4	-22
COc1ccc(/C=N/NC(=O)c2ccncc2)cc1Cn1nc([N+](=O)[O-])c(Br)c1C	1	27	-2	-4	-11	-1	-3	3	-18	-5	8
Cc1cc2ncn(C3CC(=O)N(Cc4ccccc4)C3=O)c2cc1C (stereo not drawn)	-7	12	17	-11	5	-1	-1	-25	10	3	0
O=C(CCn1c(=O)oc2ccccc21)N1CCN(c2ccc(F)cc2)CC1	9	-3	-2	-3	-5	-20	19	-5	13	-2	-5
Cc1ccc(C(=O)NCCSCc2ccc(Cl)cc2Cl)cc1[N+](=O)[O-]	0	38	15	-3	-4	-29	-17	1	5	-8	17

Screening data from PubChem BioAssay.

An excerpt; count on the stated rates, not on these rows.
